HTT cytoprotect: Huntington cell model cytoprotection by ATP luminescence; Potency, µM (doses to about 56.4 µM), for inactives: cytoprotection (ATP increase), hits mostly activators; actives 0.14% (n = 230,000); PC12 HTT-Q103 induced, cytoprotection, ATP luminescence, 40 h;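 also: potency is read from the fitted curve at half-maximal effect; % of control where 0% means no effect; nearly all actives have a fitted effect of over 45% in size; toxic huntingtin expression switched on by the ecdysone agonist tebufenozide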
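Stable PC12 Q103-GFP cells in serum-supplemented, phenol red-free DMEM; induction by tebufenozide at 100 nM final; compound dose series; cell viability quantified luminescently from ATP.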
CBFb RUNX1 block: CBF-beta/RUNX1 interaction disruption | AlphaScreen CBFb-His/RUNX1-biotin binding, biochemical | AID 1477 | Potency, µM (series often up to 59.8 µM), inactives show at the highest dose activity, negative = inhibition, most hits filed as inhibitors | 230,000 tested, under 10 active | Q01196+Q13951; also: % of control where 0% means no effect
Target sequence (Q01196 whole entry, looked up): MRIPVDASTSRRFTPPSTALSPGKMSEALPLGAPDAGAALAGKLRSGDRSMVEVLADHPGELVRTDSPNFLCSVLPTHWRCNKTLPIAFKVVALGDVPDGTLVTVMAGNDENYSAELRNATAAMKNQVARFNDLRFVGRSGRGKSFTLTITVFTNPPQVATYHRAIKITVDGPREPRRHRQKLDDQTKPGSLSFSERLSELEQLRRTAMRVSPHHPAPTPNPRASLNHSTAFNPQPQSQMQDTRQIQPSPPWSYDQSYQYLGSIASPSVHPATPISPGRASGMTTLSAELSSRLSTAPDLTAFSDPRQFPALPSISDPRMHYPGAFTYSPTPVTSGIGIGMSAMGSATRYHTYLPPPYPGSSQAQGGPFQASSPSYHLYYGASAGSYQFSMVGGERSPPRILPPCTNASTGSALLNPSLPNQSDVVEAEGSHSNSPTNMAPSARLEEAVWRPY
Target sequence (Q13951 whole entry, looked up): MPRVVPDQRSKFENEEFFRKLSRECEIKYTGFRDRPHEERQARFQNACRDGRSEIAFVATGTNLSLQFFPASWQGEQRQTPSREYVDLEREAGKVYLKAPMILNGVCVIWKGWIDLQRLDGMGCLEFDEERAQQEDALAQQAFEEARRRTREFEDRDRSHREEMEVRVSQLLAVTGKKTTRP
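Proteins preincubated together for 20 min at RT before compound addition; 15 min later, nickel and streptavidin beads were added and left 90 min prior to AlphaScreen measurement.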
GAA inh: inhibitors of human lysosomal alpha-glucosidase | P10253 | purified human GAA, 4-MU-alpha-glucoside fluorescence | Potency, µM (top dose mostly 76.9 µM), without a hit: at the top dose activity change, negative = inhibition, hits mostly inhibitors | actives 0.005% (n = 200,000);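 also: potency is read from the fitted curve at half-maximal effect; plate controls were uninhibited enzyme wells for no effect and no-enzyme background for full effect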
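Read-out is 4-methylumbelliferone fluorescence (Ex 365/Em 440 nm) after NaOH/glycine stop at pH 10. Enzyme 4 nM, substrate 400 uM, pH 5.0 citrate buffer, 20 min room temperature; AC50 from Hill-equation concentration-response.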
GAA glycogen: inhibitors or activators of human alpha-glucosidase glycogen cleavage; P10253; recombinant GAA, glycogen substrate, Amplex Red glucose oxidase fluorescence; Potency, µM (highest dose often 76.4 µM), inactives show at the top dose activity change, negative = inhibition, most hits filed as inhibitors; actives 0.38% (n = 300,000); AID 2100;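 also: potency is read from the fitted curve at half-maximal effect; 0% = full enzyme reaction and -100% = no-enzyme basal signal; the screen sought inhibitors and activators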
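Recombinant enzyme (4 nM final) with compounds titrated up to 77 uM and bovine liver glycogen (30 ug) in citrate pH 5.0, 0.01% Tween-20, 37 C 40 min. Released glucose detected by Amplex Red/glucose oxidase (Ex 573/Em 610); AC50 from Hill fits.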
Lamin A splicing: modulators of lamin A splicing; actives 0.01% (n = 200,000); Potency, µM (top dose mostly 46.1 µM), for inactives: at the top dose ratio change, negative = inhibition, most hits filed as inhibitors; HeLa LMNA splicing GFP/RFP minigene ratio, 48 h; AID 1487; active = well fitted inhibition curve with a large enough effect in the signal ratio, with a control signal flat, not every such curve was filed as active; inconclusive = small, poorly fitted or top-dose-only effect, or effect the other way, or a change in a side signal; the % refers to the signal ratio; also: potency is read from the fitted curve at half-maximal effect; % is scaled to controls: 0 for no effect and ±100 for the full control effect
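S3 HeLa stable clones carrying a lamin A-EGFP splicing minigene plus DsRed2 were seeded at 600 cells/well in Opti-MEM with 2% FBS, pin-dosed and incubated 48 h at 37°C. Acumen cytometry (488 nm) gave the GFP/RFP total-intensity ratio.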
HTT aggregate: inhibitors of mutant huntingtin aggregate formation in PC12 cells. Potency, µM (top dose mostly 46.1 µM), inactives show at the highest dose activity change, negative = inhibition, usual class: inhibitors. actives 1.1% (n = 220,000). PC12 HttQ103-GFP aggregates, Acumen cytometry, 40 h; also: potency is read from the fitted curve at half-maximal effect; % is scaled to controls: 0 for no effect and ±100 for the full control effect; nearly all actives have a fitted effect of over 60% in size
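Aggregate formation scored by laser-scanning cytometer (488 excitation, 500–530 emission) in lysed PC12 cells expressing Q103-GFP after 100 nM tebufenozide induction; library tested in dose series, with ATPLite reagent added in the multiplex.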
aGlu spleen mod: lysosomal alpha-glucosidase (human) modulation | P10253 | human spleen homogenate, 4-MU-alpha-glucoside fluorescence | Potency, µM (doses to about 79.9 µM), inactives show at the highest dose activity change, negative = inhibition, hits mostly inhibitors | actives 0.006% (n = 240,000) | AID 2112;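 also: potency is read from the fitted curve at half-maximal effect; 0% = enzyme with vehicle and -100% = no enzyme basal signal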
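AC50 values come from Hill-equation fits of concentration-response data, normalized to no-enzyme and full-activity controls. Enzyme source: 1 ug human spleen homogenate; 1 mM fluorogenic 4-MU glucoside, pH 5.0 citrate buffer, 37 C, 40 min.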
Numbers without * were called inactive; ? = inconclusive; nt = not tested or not shown; & = joins results of further samples; [ ] = remark or other dose. Unless noted, calls follow the shape of the dose curve; as a rule, active = well fitted curve in the direction sought with a large enough effect; inconclusive = small, poorly fitted or top-dose-only effect, or another doubt; inactive = no such curve, though single readings can be large; an effect the other way counts as inactive or inconclusive. The list is partial. The share of hits here may be higher or lower than overall.

Field names: A = HTT cytoprotect; B = CBFb RUNX1 block; C = GAA inh; D = GAA glycogen; E = Lamin A splicing; F = HTT aggregate; G = aGlu spleen mod
structure: CC1C(=O)OC2C1CC[C@@]1(C)C=CC(=O)[C@@]3(C)O[C@@]213 (stereo not given in full)
  A: 35µM*	B: 8%	C: nt	D: nt	E: nt	F: nt	G: -6%
structure: NC(=Nc1ccccc1)Nc1ccccc1
  A: 31%&6%	B: 4%[21.7 µM]	C: nt	D: -8%	E: ?	F: 17%	G: 15%
structure: CN(CCc1nnc(N)s1)[N+](=O)[O-]
  A: 40%[10 µM]	B: 6%	C: 5%	D: 0%	E: nt	F: -8%	G: 1%
structure: CC(=O)OC1C[C@@]2(C)C(c3ccoc3)C[C@H]3O[C@@]32[C@@]2(C)C(=O)C(O)=C3C(C)(C)C(=O)C=C[C@]3(C)C12 (stereo not given in full)
  A: -337%[inhibitor]	B: 4%	C: nt	D: nt	E: nt	F: nt	G: 5%
structure: CC/C(=C\C=C\[C@@H]1C=C[C@@H]2CCC[C@H]2[C@@H]1C(=O)c1ccc[nH]1)[C@@H]1O[C@@H]([C@@H](C)C(=O)O)CC[C@@H]1C
  A: -35%[10 µM]	B: -17%	C: -6%[15.4 µM]	D: 3%	E: ?	F: 11µM*	G: -3%
structure: CC(=NCc1ccc2c(c1)OCO2)c1c(O)n(-c2ccccc2)c(=O)[nH]c1=O
  A: 4%[10 µM]	B: 6%	C: nt	D: -4%	E: nt	F: 4%[9.22 µM]	G: -8%
structure: C=CC(=O)NCNC(=O)C=C
  A: 2%	B: 2%[21.7 µM]	C: nt	D: nt	E: nt	F: nt	G: 6%
structure: CC1CC2(O)c3nonc3CCC2N1O (stereo not given)
  A: 5%	B: 2%	C: 7%	D: ?	E: 8%	F: 7%	G: -5%
structure: C=C1C(O)(c2ccccc2)C2CC[N+]1(C)CC2 (stereo not given)
  A: 0%	B: 5%	C: -4%	D: 7%	E: -6%	F: 2%	G: 1%
structure: Cc1cc(C)n2c(Br)c(CN3CC4CC(C3)c3cccc(=O)n3C4)nc2n1 (stereo not given)
  A: -11%	B: 9%[2.36 µM]	C: 6%	D: -2%	E: 3%	F: 18%	G: -8%
structure: N#CCCCCC#N
  A: -11%	B: -7%[21.7 µM]	C: nt	D: nt	E: nt	F: nt	G: 8%
structure: OC[C@H]1O[C@@H](n2cnc3cc(Cl)c(Cl)cc32)[C@H](O)[C@H]1O
  A: -3%	B: 5%&9%	C: nt	D: nt	E: nt	F: nt	G: -8%&-7%
structure: NNP(=O)(CC(=O)c1ccccc1)c1ccccc1 (stereo not given)
  A: -4%[10 µM]	B: 9%	C: nt	D: 2%	E: nt	F: 0%[9.22 µM]	G: 1%
structure: CC(C)(Cl)Cl
  A: 9%	B: 3%[21.7 µM]	C: nt	D: nt	E: nt	F: nt	G: 1%
structure: Cc1ccc(S(=O)(=O)N[C@@H](CCCCN)C(=O)CCl)cc1
  A: -13%	B: -3%	C: nt	D: nt	E: ?	F: -8%	G: 21%
structure: C=CCN1CC[C@]23c4c5ccc(O)c4O[C@H]2/C(=N/NC(=O)c2ccccc2)CC[C@@]3(O)[C@H]1C5
  A: 9%	B: -9%&12%	C: nt	D: nt	E: ?	F: nt	G: -2%&1%
structure: CCOC(=O)c1c(-n2c(C)cc(C=C3C(=O)NC(=S)NC3=O)c2C)sc2c1CCCC2
  A: -1%[10 µM]	B: -28%	C: 3%	D: -9%	E: ?	F: ?	G: -10%
structure: FC(F)(F)c1ccc(CN2CCNCC2)cc1
  A: -8%	B: 0%	C: 2%	D: 4%	E: -13%[46 µM]	F: 2%	G: 0%
structure: COc1ccc(OC)c(C2=NOC(C(=O)N3CCC4(CC3)OCCO4)C2)c1 (stereo not given)
  A: 12%[10 µM]	B: 0%	C: -12%	D: -1%	E: -13%	F: -6%	G: -16%
structure: C[N+]12CCC(CC1)C(C(O)(c1cccc(Cl)c1)c1cccc(Cl)c1)C2 (stereo not given)
  A: 17%[10 µM]	B: 4%	C: nt	D: 3%	E: nt	F: 11%[9.22 µM]	G: -4%
structure: Cc1ccn2nc(S(=O)(=O)Nc3c(F)cccc3F)nc2n1
  A: nt	B: ?	C: 6%	D: -6%	E: 8%	F: 7%	G: -9%
structure: COP(=O)(Cc1ccc(C#N)o1)OC
  A: 19%[10 µM]	B: 5%	C: nt	D: -2%	E: nt	F: 17%[9.22 µM]	G: -5%
structure: O=C(CN1CCCC1=O)Nc1ccccc1
  A: 31%[10 µM]	B: 13%	C: 0%	D: 6%	E: 3%	F: ?	G: 2%
structure: Cc1cccc(-n2c(O)c(C=Nc3ccc(S(N)(=O)=O)cc3)c(=O)[nH]c2=O)c1
  A: nt	B: 3%	C: -1%	D: 26%	E: nt	F: 24%	G: 6%
structure: CC(C)(C)NC[C@H](O)c1cc(Cl)c(N)c(Cl)c1
  A: -11%[40.3 µM]	B: 12%[21.7 µM]	C: nt	D: nt	E: ?	F: nt	G: 8%[29.1 µM]

Going on with the list:
Under each structure – HTT cytoprotect | CBFb RUNX1 block | GAA inh | GAA glycogen | Lamin A splicing | HTT aggregate | aGlu spleen mod
- CCCCCSc1cc(OC)c(CCNC)cc1OC
    -22% | -2% | -10% | 6% | 5% | -31% | -20%
- Cc1ccc(N2C(=O)/C(=C/c3ccc(CN(CCC#N)S(C)(=O)=O)o3)C(=O)NC2=S)cc1C
    -18% | -28% | 1% | -20% | 8% | 4% | 0%
- Cc1cc(-c2cc(C)c(N)c(C)c2)cc(C)c1N
    -11% | 5%[21.7 µM] | nt | nt | nt | nt | -8%
- COC(C)C(O)(C(=O)OC1=CCN2CC[C@H](O)[C@H]12)C(C)C (stereo not given in full)
    -1%[1.9 µM] | 2%[21.7 µM] | nt | nt | nt | nt | -2%
- O=C1CC(=O)N(Cc2ccccc2)C(=O)N1CCCCCCN1C(=O)CC(=O)N(Cc2ccccc2)C1=O
    15%[10 µM] | ? | -4% | -10% | ? | 9%[9.22 µM] | -4%
- CN(C)C(=O)Oc1ccc(-c2cn3cc(C(F)(F)F)ccc3n2)cc1
    nt | 9% | ? | 0% | 4% | 8% | -19%
- CN(C(=O)Oc1ccc([N+](=O)[O-])cc1)c1ccccc1
    12%[0.074 µM] | 5% | -5% | 10% | -2% | -8% | -5%
- COc1cccc2c1C13CC[N+]4(CC5CC5)CO[C@]1(CCC(=O)C3)C4C2
    ? | 26% | nt | nt | nt | nt | -5%
- CCCN1CCC[C@@H]2Cc3nc(N)ncc3C[C@H]21
    0%[1.9 µM] | -20% | nt | nt | ? | nt | -1%
- O=C1C2(Cl)C3(Cl)C4(Cl)C(Cl)(Cl)C5(Cl)C3(Cl)C1(Cl)C5(Cl)C24Cl (stereo not given)
    ? | 12%&-1%[21.7 µM] | nt | nt | nt | nt | -6%&4%
- CCOC(=O)c1c(/N=C/C2C(=O)NC(=O)NC2=O)sc2c1CCC2
    -9% | 6% | 4% | -11% | 2%[46 µM] | 2% | 7%
- CC(=O)N1CN2CN(C(C)=O)CC(C(=O)c3ccc(Br)cc3)(C2)C1
    -4%[10 µM] | ? | -7% | -11% | 1% | -12% | 6%
- CCC(=NCCO)c1c(O)n(C2CCCCC2)c(=O)[nH]c1=O
    -14%[0.074 µM] | 4% | -1% | -6% | 0% | 15% | -3%
- CCC(C)(C)c1ccc(O)cc1
    -10%&-2% | 5%[21.7 µM] | nt | nt | ? | -2% | 0%
- CN(C)C(=O)Oc1ccc(Br)c2ccccc12
    nt | 9% | -7% | -1% | -10%[46 µM] | 9% | -2%
- NC[C@H](CP(=O)(O)O)c1ccc(Cl)cc1
    -6% | 8%[21.7 µM] | nt | nt | nt | nt | 7%
- CC(Cc1ccccc1)NC(=O)CN1CCCC1=O (stereo not given)
    nt | -2% | 2% | -2% | ? | -12% | 0%
- Cc1cc(/C=C2/C(=O)NC(=O)N(Cc3ccco3)C2=O)c(C)n1-c1ccc(C(=O)O)cc1
    27% | 2% | 32µM* | ? | nt | -2% | 1%
- C=CCn1c(O)c(C(CC)=NCc2ccc3c(c2)OCO3)c(=O)[nH]c1=O
    -5%[10 µM] | 3% | nt | -3% | nt | 6%[9.22 µM] | -8%

As a short view, twelve of the compounds above:
Under each structure – HTT cytoprotect | CBFb RUNX1 block | GAA inh | GAA glycogen | Lamin A splicing | HTT aggregate | aGlu spleen mod
- COc1cccc2c1C13CC[N+]4(CC5CC5)CO[C@]1(CCC(=O)C3)C4C2
    ? | 26% | nt | nt | nt | nt | -5%
- CCCN1CCC[C@@H]2Cc3nc(N)ncc3C[C@H]21
    0%[1.9 µM] | -20% | nt | nt | ? | nt | -1%
- O=C1C2(Cl)C3(Cl)C4(Cl)C(Cl)(Cl)C5(Cl)C3(Cl)C1(Cl)C5(Cl)C24Cl (stereo not given)
    ? | 12%&-1%[21.7 µM] | nt | nt | nt | nt | -6%&4%
- CCOC(=O)c1c(/N=C/C2C(=O)NC(=O)NC2=O)sc2c1CCC2
    -9% | 6% | 4% | -11% | 2%[46 µM] | 2% | 7%
- CC(=O)N1CN2CN(C(C)=O)CC(C(=O)c3ccc(Br)cc3)(C2)C1
    -4%[10 µM] | ? | -7% | -11% | 1% | -12% | 6%
- CCC(=NCCO)c1c(O)n(C2CCCCC2)c(=O)[nH]c1=O
    -14%[0.074 µM] | 4% | -1% | -6% | 0% | 15% | -3%
- CCC(C)(C)c1ccc(O)cc1
    -10%&-2% | 5%[21.7 µM] | nt | nt | ? | -2% | 0%
- CN(C)C(=O)Oc1ccc(Br)c2ccccc12
    nt | 9% | -7% | -1% | -10%[46 µM] | 9% | -2%
- NC[C@H](CP(=O)(O)O)c1ccc(Cl)cc1
    -6% | 8%[21.7 µM] | nt | nt | nt | nt | 7%
- CC(Cc1ccccc1)NC(=O)CN1CCCC1=O (stereo not given)
    nt | -2% | 2% | -2% | ? | -12% | 0%
- Cc1cc(/C=C2/C(=O)NC(=O)N(Cc3ccco3)C2=O)c(C)n1-c1ccc(C(=O)O)cc1
    27% | 2% | 32µM* | ? | nt | -2% | 1%
- C=CCn1c(O)c(C(CC)=NCc2ccc3c(c2)OCO3)c(=O)[nH]c1=O
    -5%[10 µM] | 3% | nt | -3% | nt | 6%[9.22 µM] | -8%
